# RGS8-Gao reg – modulates binding of RGS8 to human Galphao | AID 1423 | response (percent of control binding), % at 10 µM | multiplexed bead flow cytometry; actives lie on both sides | 0.34% of 220,000 active; in the data active means response below about 60% or above about 140%; inactive means in between;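 further: Galphao activated as the GDP aluminium fluoride complex binding bead-coupled RGS8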
# RGS4-Gao reg – human RGS4-Galphao interaction regulation; P09471; 0.33% of 220,000 active; AID 1415; binding response (% of control), % at 10 µM; Multiplexed bead flow cytometry, RGS4-Galphao binding; actives lie on both sides; in the data active means binding response below about 49% or above about 150%; inactive means in between;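 further: fluorescent Galphao activated with aluminum fluoride binding bead-coupled RGS4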
# Bcl-2 Bim block – inhibitors of Bim-Bcl-2 interaction, human; P10415; Bead-based flow cytometry, Bim peptide-Bcl-2 binding; inhibition, % at 10 µM; 0.06% of 190,000 active; AID 950; in the data active means inhibition above about 40%; inconclusive means no clear call, values can overlap the other calls;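 further: 0% = no compound wells with probe peptide and 100% = reference peptide inhibitor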
# Target sequence (P10415 whole entry, looked up): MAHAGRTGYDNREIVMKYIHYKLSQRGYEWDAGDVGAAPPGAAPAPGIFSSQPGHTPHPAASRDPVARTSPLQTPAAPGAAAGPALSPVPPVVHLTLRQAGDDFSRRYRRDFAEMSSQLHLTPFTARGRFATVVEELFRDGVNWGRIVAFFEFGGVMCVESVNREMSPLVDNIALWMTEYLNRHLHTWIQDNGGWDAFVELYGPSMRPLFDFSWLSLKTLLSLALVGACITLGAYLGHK
# RGS7-Gao – regulators of human RGS7-Galphao interaction. binding response (% of control), % at 10 µM. P09471. Multiplexed bead flow cytometry, RGS7-Galphao binding; actives lie on both sides. AID 1439. 0.35% of 220,000 active; in the data active means binding response below about 49% or above about 150%; inconclusive means no clear call, values can overlap the other calls; inactive means in between;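 further: fluorescent Galphao held in activated GDP-AlF4 state binding bead-coupled RGS7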
# Mcl1-Bid inh – Mcl-1/Bid interaction inhibition | Q07820 | TR-FRET Mcl-1/Bid-Dy647 peptide binding, 1536-well | inhibition, % at 21.7 µM | 0.97% of 220,000 active;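 active means compounds that cut the binding signal by more than half at the single screening dose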;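 further: His-tagged Mcl-1 with europium anti-His antibody binding Bid BH3 peptide; 0% = Mcl-1 plus peptide wells and 100% = peptide-only wells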
# Target sequence (Q07820 whole entry, looked up): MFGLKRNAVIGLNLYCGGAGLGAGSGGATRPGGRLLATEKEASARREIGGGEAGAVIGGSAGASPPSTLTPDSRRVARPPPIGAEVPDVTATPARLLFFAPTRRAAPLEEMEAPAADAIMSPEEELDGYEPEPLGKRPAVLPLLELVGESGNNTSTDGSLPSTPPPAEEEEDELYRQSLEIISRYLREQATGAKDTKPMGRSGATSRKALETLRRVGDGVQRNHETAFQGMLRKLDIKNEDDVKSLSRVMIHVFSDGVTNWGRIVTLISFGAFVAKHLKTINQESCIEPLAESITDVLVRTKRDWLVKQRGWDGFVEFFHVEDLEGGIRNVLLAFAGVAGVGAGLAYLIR
# Mcl1 Noxa PPI – Mcl-1/Noxa interaction inhibition | Q07820 | TR-FRET Mcl-1/Noxa peptide binding, 2 h | inhibition, % at 21.7 µM | 1.5% of 220,000 active | AID 1022;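 active means compounds that cut the protein-peptide binding signal by more than 50% relative to plate controls in a single-dose test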;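 further: His-tagged Mcl-1 with rhodamine Noxa BH3 peptide and terbium anti-His antibody; 0% = Mcl-1 plus Noxa peptide wells and 100% = peptide-only wells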
# Bim-Bcl-B – human Bim-Bcl-B interaction inhibition; Q9HD36; bead-based flow cytometry, Bim peptide-Bcl-B binding; inhibition, % at 10 µM; 0.073% of 190,000 active; AID 951;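 further: 0% = tracer peptide without compound and 100% = reference inhibitor peptide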
# Target sequence (Q9HD36 whole entry, looked up): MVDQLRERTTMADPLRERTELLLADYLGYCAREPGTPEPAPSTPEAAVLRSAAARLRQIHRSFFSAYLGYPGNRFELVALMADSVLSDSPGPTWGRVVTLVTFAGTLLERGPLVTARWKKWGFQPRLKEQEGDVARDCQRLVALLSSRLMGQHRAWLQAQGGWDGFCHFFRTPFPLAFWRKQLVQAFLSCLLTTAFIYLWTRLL
# Bfl-1 Bim block – disrupts Bim binding to human Bfl-1. Q16548. Bead-based flow cytometry, Bim-Bfl-1 binding inhibition. inhibition, % at 10 µM. 0.12% of 190,000 active. AID 1008;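 further: 0% = wells without compound plus tracer and 100% = blocker peptide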
# Bcl-XL Bim block – disrupts Bim peptide binding to human Bcl-XL; bead flow cytometry, fluorescence; Q07817; AID 1007; 0.04% of 190,000 active; inhibition, % at 10 µM
# Bcl-W Bim block – human Bim-Bcl-W interaction inhibition | bead-based flow cytometry, Bim peptide-Bcl-W binding | inhibition, % at 10 µM | 0.02% of 190,000 active | AID 952;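 further: 0% = bound tracer without compound and 100% = peptide blocker; higher means less fluorescent Bim peptide bound to Bcl-W beads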
# Target sequence (Q92843 whole entry, looked up): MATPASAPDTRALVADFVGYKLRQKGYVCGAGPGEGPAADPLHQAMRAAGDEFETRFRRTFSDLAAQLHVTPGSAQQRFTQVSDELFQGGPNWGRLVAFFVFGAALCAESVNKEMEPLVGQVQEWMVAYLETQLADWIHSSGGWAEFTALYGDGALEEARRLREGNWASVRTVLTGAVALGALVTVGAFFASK
# Mcl-1 Bim block – human Bim-Mcl-1 interaction inhibition | Q07820 | Bead-based flow cytometry, Bim peptide-Mcl-1 binding | inhibition, % at 10 µM | 0.1% of 190,000 active;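 further: 0% = no compound tracer wells and 100% = peptide blocker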
# An asterisk follows results filed as active; ? = inconclusive; / = no result given. Unless noted, no stated cut-off is given here; in the data, active means inhibition above about 40%.
SMILES,RGS8-Gao reg,RGS4-Gao reg,Bcl-2 Bim block,RGS7-Gao,Mcl1-Bid inh,Mcl1 Noxa PPI,Bim-Bcl-B,Bfl-1 Bim block,Bcl-XL Bim block,Bcl-W Bim block,Mcl-1 Bim block
O=C(NCCc1ccc(Cl)cc1)C1CCN(c2cnccn2)CC1,101,101,-9,99,-16,3,-9,-15,-8,1,-4
Cc1cc(C)c(S(=O)(=O)N2CCCOC2CNC(=O)C(=O)NCCCn2ccnc2)c(C)c1 (centres undefined),101,102,-6,99,-30,12,-9,-14,-4,-2,-3
CCc1ccc(CN2CCCC(CCC(=O)N3CCN(c4ccccn4)CC3)C2)o1 (centres undefined),109,124,/,?,-53,-12,/,/,/,/,/
COc1ccc(NC(=O)C(c2ccc(OC)cc2)N(C)C(=O)CC2NC(=O)NC2=O)cc1 (centres undefined),104,102,0,99,-2,2,-4,0,-1,1,-1
O=C(CCc1ccccc1)Nc1c(F)c(F)c(F)c(F)c1F,107,106,-4,106,3,-10,-9,-9,-12,-5,-3
O=C(COC(=O)c1ccco1)Nc1ccc(Br)cc1,100,102,-2,103,-12,-9,-4,-2,0,-2,-1
Cc1sc2ncnc(NCCCN3CCCC3=O)c2c1C,102,100,-3,102,-13,7,0,-3,1,2,-8
CCN1CCN(c2cc(C(C)(C)C)nc3c(-c4ccccc4)c(C)nn23)CC1,110,98,-6,103,2,22,0,-2,-8,-1,-3
CSc1nc(C)c(CCOCc2ccccc2)c(=O)[nH]1,106,106,-4,107,-18,17,-3,-2,-3,-5,0
CCOC(=O)N1CCN(C(=S)Nc2ccccc2C(C)C)CC1,100,104,1,?,-28,12,5,5,-2,-5,-2
CCOC(=O)c1c(C)[nH]c(C(=O)COC(=O)COc2ccccc2C)c1C,85,98,-7,97,-22,-12,-14,-7,-16,-16,-28
Cc1ccc(NC(=O)Nc2cc(S(=O)(=O)N(C)C)ccc2C)cc1,95,98,0,95,-18,16,-3,-4,-2,1,-1
CCOC(=O)c1cc(-c2ccccc2)nn1CCC#N,102,104,0,?,-17,16,-1,-4,-1,1,-1
CCC(C)(C)n1nnnc1C(C(C)C)N1CCN(C)CC1 (centres undefined),110,108,-2,104,-9,16,-1,-2,-2,0,-3
COc1ccc(C2(O)CCN(C(=O)c3c(F)cccc3F)CC2)cc1,103,108,-13,106,-26,3,-9,-17,-8,-1,-2
Cc1cccc(NC(=O)c2ccc(NCC3CCCO3)c([N+](=O)[O-])c2)n1 (centres undefined),97,95,2,?,-12,0,0,-3,1,3,0
CCC(C)(C)n1nnnc1C(c1ccc(C)cc1)N1CCN(Cc2cccnc2)CC1 (centres undefined),96,92,-12,100,-17,9,-8,-8,-2,3,0
CCCn1c(CNC(=O)Cc2ccccc2)nc2ccccc21,99,102,-5,96,-16,8,-5,-8,-6,-1,-1
COc1ccc(OC)c(NC(=S)NCc2ccc(S(N)(=O)=O)cc2)c1,103,107,-3,110,-42,10,-16,-1,-5,-2,0
COc1cc(CN2CCN(c3cccc(C)c3C)CC2)cc(Br)c1O,103,102,-4,102,-23,20,-5,-12,-31,3,-5
CCOc1ccccc1OCCn1ncc2ccc(OC)c(OC)c2c1=O,97,96,-7,95,-9,-3,-10,-19,-8,-2,-3
CC(NC(=O)CN1C(=O)NC(Cc2ccccc2)(Cc2ccccc2)C1=O)C12CC3CC(CC(C3)C1)C2 (centres undefined),100,94,-10,97,-24,21,-10,-16,-4,1,-4
CC(C)OCCCNc1nc2c([nH]1)c(=O)n(C)c(=O)n2C,96,93,-3,94,-80,-5,-3,-6,0,0,5
O=C(CSc1ncccn1)N1CCc2ccccc2C1,100,97,-1,104,-26,12,-5,-5,0,-2,1
C=CCOc1ccc(C=Nc2cccc(Cl)c2)c(O)c1,104,101,-4,101,-32,6,-6,1,-5,-3,-4
Cc1csc(NC(=O)c2ccc(S(=O)(=O)N3CCCC3)cc2)n1,98,96,/,?,-27,5,/,/,/,/,/
Cn1c(CC(=O)Nc2ccccc2)n[nH]c1=S,102,100,-4,100,-53,7,-15,-4,-6,-6,-3
COC(=O)c1ccccc1NC(=O)CSc1nncn1C,100,101,-4,?,-25,5,0,-6,-2,0,-1
Cc1cc(C)c(OCC(=O)Nc2ccccc2N2CCOCC2)c(C)c1,102,105,-2,101,-29,-3,-5,-1,0,0,-1
NC(=O)CC(NC(=O)Cc1cccc2ccccc12)c1ccc(NCCc2cccc(F)c2)c([N+](=O)[O-])c1 (centres undefined),102,95,/,?,19,2,/,/,/,/,/
CCN(CC)C(=O)CSc1ccccc1N,98,101,-1,102,-28,13,4,5,2,4,-1
COc1ccc(/C=N/Nc2nc3ccccc3c(=O)[nH]2)cc1,103,103,-1,104,-14,4,2,-1,5,-1,0
CCC(=O)N1c2ccccc2[C@@H](N(C(C)=O)c2ccccc2)C[C@H]1C,102,105,-12,103,-9,6,-9,-14,-3,-1,-3
CCOc1ccccc1OCC(=O)N/N=C(\C)Cc1ccc(OC)cc1,101,100,-10,102,-23,-13,-7,-3,-6,-4,-6
Cc1nc2nc[nH]n2c(=O)c1NS(C)(=O)=O,98,96,1,95,-43,19,0,0,0,0,0
NC(=O)NN=C1C2CCCC1C(c1ccccc1)NC2c1ccccc1 (centres undefined),105,105,/,?,-19,6,/,/,/,/,/
O=C(Nc1ccc(N2CCOCC2)c2nonc12)C1CCCC1,94,96,-2,98,-68,11,0,-3,0,2,2
Fc1cccc2sc(N3CCCC3)nc12,100,100,2,?,-15,17,3,1,-1,1,-1
CN(C)CCNC(=O)c1coc(=O)c(Br)c1,102,102,1,105,-5,17,-5,-3,0,5,3
CCOc1ccccc1NC(=S)N1CCC(NC(=O)NC23CC4CC(CC(C4)C2)C3)CC1,99,100,-5,97,-125,-4,-5,-9,4,1,0
Cc1cc(N)ccc1S(C)(=O)=O,86,88,-2,97,-3,9,-8,-3,-4,-8,-2
COc1cc(C(=O)NC(c2ccccc2)c2ccccc2)cc(Cl)c1OC,101,101,-5,97,-54,-10,-6,-1,-7,-5,-3
Cc1c(N=C2SCC(=O)N2/N=C\c2ccc(Br)cc2)c(=O)n(-c2ccccc2)n1C,100,99,3,98,-6,7,-10,-2,-1,-3,-5
COc1ccc(C(=O)n2nc(C#N)c(C#N)c2N)cc1,96,94,/,?,-2,8,/,/,/,/,/
Cc1ccc2c(c1)c(C)cc[n+]2Cc1ccccc1,106,97,-6,99,-2,5,-4,-5,-9,-4,-4
Cc1ccc(S(=O)(=O)N2CC3CCC2C3)cc1 (centres undefined),101,102,-7,95,-1,12,-8,-11,-9,-2,-2
O=C(CN1CCCc2ccccc21)N/N=C/c1ccc(F)cc1F,101,100,/,?,-135,0,/,/,/,/,/
O=C1CCN(CCc2ccccc2)CCN1[C@H](CSc1ccc(Br)cc1)c1ccccc1,105,112,/,?,-14,13,/,/,/,/,/
NC(=O)c1cccn(Cc2ccc(C(F)(F)F)cc2)c1=O,101,102,-2,99,3,-2,-6,-7,-2,-1,-2
COc1ccc(OC)c(NC(=O)Cn2c(=O)n(CC(=O)NCc3ccco3)c(=O)c3ccccc32)c1,100,101,-6,99,-30,12,-12,-12,-6,-1,-3

# (listing goes on)
SMILES,RGS8-Gao reg,RGS4-Gao reg,Bcl-2 Bim block,RGS7-Gao,Mcl1-Bid inh,Mcl1 Noxa PPI,Bim-Bcl-B,Bfl-1 Bim block,Bcl-XL Bim block,Bcl-W Bim block,Mcl-1 Bim block
CC(C)(C)C(=O)/C=c1\[nH]c(=O)/c(=C\c2ccc(F)cc2)s1,102,98,-5,102,0,9,-5,-13,-3,-1,2
CCc1c(C)c2ccc(OCC(=O)OC(C)C)c(C)c2oc1=O,99,101,-3,98,3,-12,0,-1,-1,-1,0
[2H]c1c([2H])c([2H])c(C(=O)c2sc(N3CCCCCC3)nc2-c2ccccc2)c([2H])c1[2H],101,103,6,103,10,2,-29,3,1,-5,2
CC1(C)CC(=O)C=C(C(=O)N2CCCC(C(=O)c3cccc(Cl)c3)C2)O1 (centres undefined),101,102,-1,100,-1,2,0,4,-2,0,0
COc1cc(-c2nc(C(F)(F)F)c(OC)o2)cc(OC)c1OC,101,98,-3,97,-15,-1,2,-17,3,3,-1
Cn1c(C(=O)N2CCCc3ccccc32)cc2c(=O)n3ccccc3nc21,99,104,-5,104,-1,19,-11,-5,-9,-3,-3
CC(C)Cc1nn2c(N)c(/C=C3\C=Nc4ccccc43)c(=O)nc2s1,110,108,0,108,-19,10,-6,-7,0,1,0
CCS(=O)(=O)N1Cc2ccccc2CC1C(=O)Nc1nccs1 (centres undefined),103,97,7,98,-16,22,-2,4,-7,-4,-5
Cc1ccc2oc(C(Cl)(Cl)Cl)cc(=O)c2c1,100,98,-11,99,17,35,-9,-17,-3,0,-4
COc1cccc2c(=O)n(CC(=O)NCCc3ccccc3)ccc12,96,95,/,?,5,15,/,/,/,/,/
Cc1cccc(C(=O)O/N=C2\CCSc3ccc(C)cc32)c1,99,98,-6,99,-1,5,-7,-6,-2,-1,-3
Cc1c(NS(=O)(=O)N2CCCC2)c(=O)n(-c2ccccc2)n1C,101,97,-6,102,-17,3,-10,-8,-7,-3,-1
CN(C(=O)OCc1ccccc1)C(CC(N)=O)C(=O)O (centres undefined),92,84,1,98,3,4,0,0,-1,2,-1
O=C(NCc1ccc2c(c1)OCO2)c1nn2cccnc2c1Cl,105,107,-7,106,-1,21,-10,-16,-6,1,-2
CN(CC(=O)Nc1sc2c(c1C#N)CCCCC2)Cc1nc2ccccc2c(=O)[nH]1,100,100,-3,?,-36,12,-6,-4,-4,-1,-4
CC(C)(C)OC(=O)N1CCC[C@H]1C(=O)N/N=C/c1ccc2nccnc2c1,96,95,/,?,-8,-1,/,/,/,/,/
CCn1c(CN2CCN(c3ccc(Cl)cc3)CC2)nc2ccccc21,100,96,1,97,-30,10,-5,-2,-6,-4,0
CCc1c(C)c(C#N)c2nc3ccccc3n2c1Cl,91,102,-7,89,10,-14,-2,0,-4,0,-5
O=C(/C=C/c1ccc(Cl)cc1Cl)N(Cc1ccc(Cl)cc1)C1CCS(=O)(=O)C1 (centres undefined),84,95,4,94,6,8,-4,1,0,-1,-2
CCCC(=O)NCCc1cc(OC)c(OC)cc1Br,101,101,-18,104,-15,6,-7,-5,-1,0,1
CCC(=O)N1c2ccc(S(=O)(=O)CCC(=O)N3CCN(c4ccccc4)CC3)cc2CC1C (centres undefined),102,102,-12,103,-23,4,-7,-11,-2,-2,-3
